Compound activity: PubChem BioAssay, Sanford-Burnham Center for Chemical Genomics
ER stress death = protection against thapsigargin ER stress killing – CSM14.1 cells, ATP luminescence, primary screen; CSM14.1 thapsigargin ER stress survival; relative survival (cellular ATP), % at 15 µg/mL (by protocol); 48,000 compounds, 0.33% hits;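 active = survival measured by cellular ATP above 50% at 15 µg/ml in the first screen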;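 also: cell death triggered by about 15 µM thapsigargin; ATP read 24 h after thapsigargin was added; plate controls were thapsigargin with DMSO for no effect and DMSO without thapsigargin for full effect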
* = called active by the depositor. Not all compounds are listed; the hit share may differ from the screen's.

CC(/C=C/c1ccccc1)=N\N=C1\NC(=O)C(Cc2ccccc2)S1 (configuration not stated)
  ER stress death: 0

Cc1cc(OCC(=O)Nc2cc([N+](=O)[O-])ccc2Cl)ccc1Br
  ER stress death: -5

COc1cccc(OC)c1C(=O)Nc1ccccc1NC(C)=O
  ER stress death: -2

Cc1cc(NC(=O)COC(=O)/C=C/c2ccc([N+](=O)[O-])cc2)no1
  ER stress death: 2

CCOC(=O)C1=C(O)/C(=C/c2ccc(O)cc2)SC1=Nc1cccc(Cl)c1
  ER stress death: -1

CCN(CC)CCCOc1ccccc1OC
  ER stress death: -6

COc1ccccc1CNC(=O)c1cccc(N(C)C)c1
  ER stress death: 6

O=C(Nc1ccc(S(=O)(=O)N2CCCCC2)cc1)c1ccc(Cl)cc1
  ER stress death: 10

O=C(O)c1ccc(Oc2ccc3c(c2)C(=O)N(c2ccc([N+](=O)[O-])cc2)C3=O)cc1
  ER stress death: 12

CCOc1cccc(C(=O)Nc2nnc(COc3ccc(Cl)cc3)s2)c1
  ER stress death: 3

CCOC(=O)c1ccccc1NC(=O)COc1ccccc1
  ER stress death: 1

NNC(=O)C1C(=O)NCC1c1ccccc1 (configuration not stated)
  ER stress death: -2

CCCOc1ccc(C2Nc3ccccc3NC3=C2C(=O)CC(c2ccc(OC)cc2)C3)cc1OC (configuration not stated)
  ER stress death: 2

Cc1ccc(Oc2nc3ccccc3n3cnnc23)cc1
  ER stress death: -3

CC(=O)Nc1c(O)nc(SCc2ccc([N+](=O)[O-])cc2)[nH]c1=O
  ER stress death: 2

CCC(CO)N=Cc1ccc(Cl)cc1 (configuration not stated)
  ER stress death: 4

Cc1ccc(NC(=O)/C=C/c2cccc([N+](=O)[O-])c2)cc1
  ER stress death: -4

COc1ccccc1N1CCN(/N=C\c2ccc(O)cc2O)CC1
  ER stress death: 9

CC1(C)CC(=O)C2=C(C1)OC1=C(C(=O)CC(C)(C)C1)C2c1cccc(O)c1
  ER stress death: 6

O=C(Nc1ccccn1)c1cc(Br)ccc1Cl
  ER stress death: 9

CC(/C=N/NC(=O)c1cc(C)[nH]n1)=C\c1ccccc1
  ER stress death: 5

CSc1nc2c(c(-c3ccc(Cl)cc3)c1C#N)C(=O)CC(C)(C)C2
  ER stress death: 4

Cc1c(-n2c(O)c(C3=c4cc(Br)ccc4=NC3=O)sc2=S)c(=O)n(-c2ccccc2)n1C
  ER stress death: 0

COc1ccc(Cl)cc1C(=O)NCCN1CCOCC1
  ER stress death: 4

CCOc1ccc(C2=C/C(=C/c3ccc(OC)c(OC)c3)C(=O)O2)cc1
  ER stress death: 0

O=C1CN(C(=O)c2ccc([N+](=O)[O-])cc2)c2ccccc2N1
  ER stress death: -3

O=C(CC(=O)c1ccccc1)Nc1ccc(C(=O)O)cc1
  ER stress death: 8

Cc1cc(C)c(C(=O)c2ccc(C(N)=O)cc2)c(C)c1
  ER stress death: 6

Cc1onc(-c2c(Cl)cccc2Cl)c1C(=O)Nc1ccc(Cl)cc1Cl
  ER stress death: 11

COc1cc(C2C3=C(CC(C)(C)CC3=O)NC3=C2C(=O)CC(C)(C)C3)ccc1OCc1ccccc1
  ER stress death: 4

CCCCOC(=O)c1ccc(NC(=O)COc2ccc3c(c2)oc(=O)c2ccccc23)cc1
  ER stress death: 19

O=c1nc(N/N=C/c2c(O)ccc3ccccc23)cn[nH]1
  ER stress death: 2

COc1ccc(C2Nc3ccc(Cl)cc3C(c3ccccc3)O2)cc1 (configuration not stated)
  ER stress death: 0

O=[N+]([O-])c1ccc2c(c1)ONC(c1ccc(Cl)cc1)=N2
  ER stress death: 0

O=c1[nH][nH]c(=O)n1/N=C/c1ccccc1O
  ER stress death: 2

O=C(CSc1ncn[nH]1)Nc1ccccc1Br
  ER stress death: 5

O=c1[nH]c(=O)n(-c2ccccc2F)c(O)c1C=Nc1ccc(Cl)cc1
  ER stress death: -3

CN1C(=O)NC(=O)/C(=C/c2ccc(-c3ccc(Cl)cc3Cl)o2)C1=O
  ER stress death: -3

COC(=O)c1c(N)sc(C)c1-c1ccc(C(C)(C)C)cc1
  ER stress death: 12

CN(C)C(=S)S/C=C/C(=O)c1ccccc1
  ER stress death: 10

Cc1ccc(OCC(=O)Nc2ccc(C)cc2[N+](=O)[O-])c(Br)c1
  ER stress death: 6

CCOC(=O)C1=C(C)N=C2SCC(=O)N2C1c1ccc(C)cc1 (configuration not stated)
  ER stress death: 14

O=C(NCc1cccc(CNC(=O)NC2CCCCC2)c1)NC1CCCCC1
  ER stress death: 0

O=C1NC(=O)C(=Cc2ccccc2OCc2ccccc2F)C(=O)N1
  ER stress death: 17

COC(=O)c1cc2nc(-c3ccc(OC)cc3)cc(C(F)(F)F)n2n1
  ER stress death: 9

COc1ccc(OC)c(/C=N\NC(=O)COc2ccc(Cl)cc2Br)c1
  ER stress death: -1

CCOC(=O)c1c(NC(=O)c2ccc(Cl)c(Cl)c2)sc(C(=O)Nc2ccccc2F)c1C
  ER stress death: 5

CC1(C)CC(=O)c2c(nc(SC3C=CCCC3)c(C#N)c2-c2ccccc2)C1 (configuration not stated)
  ER stress death: 5

CC1=NN(C(=O)c2ccccc2Cl)C(O)(C(F)(F)F)C1 (configuration not stated)
  ER stress death: 10

COC(=O)c1sc(NC(=O)C2CCCCC2)c(C#N)c1C
  ER stress death: 0

COc1ccccc1NC(=O)c1c(NC(=O)Cc2ccccc2)sc2c1CCC(C)C2 (configuration not stated)
  ER stress death: 7

CCN(CC)CCCCOc1ccc(Cl)cc1C
  ER stress death: -3

S=c1[nH]nc(-c2cccc(Cl)c2)n1-c1ccccc1
  ER stress death: 12

COc1ccc(C(=O)Nc2ccccc2)cc1S(N)(=O)=O
  ER stress death: 11

CCOc1ccccc1NC(=O)c1ccc(CN2CCc3ccccc3C2)cc1
  ER stress death: 4

COc1ccc(C2SCC(=O)N2CCc2ccc(OC)c(OC)c2)c(OC)c1 (configuration not stated)
  ER stress death: 3

COC(=O)C1=C(C)NC2=C(C(=O)c3ccccc32)C1c1ccccc1OCc1ccc(Br)cc1 (configuration not stated)
  ER stress death: 12

O=C1Nc2ccccc2/C1=N/N=C/c1cccc(Oc2ccccc2)c1
  ER stress death: 6

CCOc1ccc2nc(NC(=O)c3ccc(OCC(C)C)cc3)sc2c1
  ER stress death: 4

CCC(=O)N(CCc1ccccc1)C1CC(=O)N(c2ccc(F)cc2)C1=O (configuration not stated)
  ER stress death: 4

C/C(=C\C(=O)OCCOCCOC(=O)/C=C(\C)NC1CC(C)(C)NC(C)(C)C1)NC1CC(C)(C)NC(C)(C)C1
  ER stress death: 12

CCNC(=O)CN(c1ccc(OC)cc1)S(=O)(=O)c1ccc(C)cc1
  ER stress death: 7

COc1ccc(OC)c(N(CC(=O)Nc2ccccc2Cl)S(C)(=O)=O)c1
  ER stress death: 6

CCOC(=O)C(Cc1ccc(NC(=O)/C(=C/c2ccc(OC(C)=O)cc2)NC(C)=O)cc1)N1C(=O)c2ccccc2C1=O (configuration not stated)
  ER stress death: -4

Cc1ccc(-c2nc3cc(NCc4ccc5c(c4)OCO5)ccc3o2)cc1
  ER stress death: -1

COC(=O)c1sccc1NC(=O)c1cc(-c2ccc(OC)cc2OC)nc2ccccc12
  ER stress death: 15

O=C(c1ccccc1)N1CCN(c2cc(N3CCCC3)c(F)cc2[N+](=O)[O-])CC1
  ER stress death: -2

CC(C)c1ccc(NC(=O)CN(CCc2ccccc2)S(=O)(=O)c2ccccc2)cc1
  ER stress death: 12

Cc1ccc(SCCNS(C)(=O)=O)cc1
  ER stress death: 0

COc1cc(/C=c2\sc3nc4ccccc4n3c2=O)cc(I)c1OCC(=O)O
  ER stress death: 7

O=C(O)c1ccc(N2C(=O)CC(NC3CCN(Cc4ccccc4)CC3)C2=O)cc1 (configuration not stated)
  ER stress death: 13

O=C(COc1ccc(Br)cc1)NCc1ccncc1
  ER stress death: 2

CCOc1ccccc1N(CC(=O)Nc1ccc(C)cc1C)S(=O)(=O)c1ccccc1
  ER stress death: 6

CC(=O)C1=C(O)C(=O)N(CCN(C)C)C1c1ccc(Cl)cc1 (configuration not stated)
  ER stress death: 1

COC(=O)c1ccc(NC(=O)C2CC2(c2ccccc2)c2ccccc2)cc1 (configuration not stated)
  ER stress death: -3

Nc1nnc(SCC(=O)NCCc2ccccc2)s1
  ER stress death: 9

COc1cc(/C=C(\C#N)C(=O)Nc2cccc(Cl)c2)ccc1O
  ER stress death: 0

NC(N)=N/N=C/c1ccccc1OS(=O)(=O)c1ccccc1
  ER stress death: -22

O=C(Nc1cccc(C(F)(F)F)c1)c1ccc(OC2CSC2)cc1
  ER stress death: 1

O=C(NC(=S)Nc1ccc([N+](=O)[O-])cc1O)c1ccc(F)cc1
  ER stress death: 1

NC1=NC2(CCCCC2)N=C(Nc2cccc3ccccc23)N1
  ER stress death: -5

COCCCNC(=O)COc1ccccc1C
  ER stress death: 9

COc1ccc(NC(=O)COc2ccc(Br)cc2C(C)(C)C)c([N+](=O)[O-])c1
  ER stress death: 9

CC(=C\C(=O)O)/C(=C/c1ccc2ccccc2n1)C(=O)O
  ER stress death: 5

O=C(COC(=O)C1CCCN1C(=O)Oc1ccccc1)c1ccccc1 (configuration not stated)
  ER stress death: 8

COC(=O)CNC(c1ccccc1)c1cc(Br)ccc1NC(=O)CN1CCOCC1 (configuration not stated)
  ER stress death: 3

COc1ccc(OC)c(S(=O)(=O)N2CCCCC2)c1
  ER stress death: 2

COc1ccc(OC)c(NC(=O)COc2ccccc2C)c1
  ER stress death: 1

C=CCn1c(CCCN2C(=O)c3cccc4cccc(c34)C2=O)nnc1SCC(=O)OCC
  ER stress death: 11

Cc1ccccc1OCCCCN1CCCC1
  ER stress death: -4

COc1cccc(/C=C2/C(=O)NC(=S)N(c3cccc(Br)c3)C2=O)c1O
  ER stress death: 2

CCC(=O)Nc1nc2ccccc2n1CCN(C)C
  ER stress death: -4

COC(=O)CN(c1cccc(OC)c1)S(=O)(=O)c1ccccc1
  ER stress death: 6

Cc1cccc(C)c1OCC(O)CN1CCC(C)CC1 (configuration not stated)
  ER stress death: -1

CC1=C(C(=O)Nc2ccc(Cl)cc2)C(c2ccc(F)cc2)NC(=S)N1 (configuration not stated)
  ER stress death: 4

COC(=O)c1c(N)sc(C)c1-c1cccc(Cl)c1
  ER stress death: -2

CCOC(=O)c1ccc(N/C(N)=N/c2nc(C(F)(F)F)cc(=O)[nH]2)cc1
  ER stress death: -1

CC(C)=C1C2CCC1C(C(=O)NCc1ccccc1)C2C(=O)O (configuration not stated)
  ER stress death: 2

COc1ccccc1N1CCN(C(=O)c2ccc(N(Cc3ccccc3)S(C)(=O)=O)cc2)CC1
  ER stress death: 12

CC1(C)CC(Cc2ccccc2)(C(CN)CO)CCO1 (configuration not stated)
  ER stress death: -2

Clc1ccc(Nc2nc(-c3cccs3)cs2)cc1
  ER stress death: 0

O=C(Nc1ccccc1[N+](=O)[O-])c1ccc2ccccc2n1
  ER stress death: 2

O=[N+]([O-])c1ccc(NCCCNS(=O)(=O)c2ccc(Cl)cc2)cc1
  ER stress death: 0

O=C1CSC(=S)N1/N=C/c1ccc(Br)cc1
  ER stress death: 10

Cn1c2ccc(Br)cc2c2nc3cc4ccccc4cc3nc21
  ER stress death: 0

S=C(NCCN1CCOCC1)Nc1ccccc1
  ER stress death: -6

COc1ccc(N2C(=O)CC(Sc3ncccc3C(=O)O)C2=O)cc1 (configuration not stated)
  ER stress death: 6

CC(O)c1cccc(NC(=O)c2cc3n(n2)C(C(F)(F)F)CC(c2ccc(Cl)cc2)N3)c1 (configuration not stated)
  ER stress death: -10

CCc1ccc(-c2ncnn2-c2ccc(Cl)cc2)cc1
  ER stress death: 1

O=C(Cn1cc(Br)c(=O)n(CC(=O)Nc2ccccn2)c1=O)Nc1ccccn1
  ER stress death: 2

CCOC(=O)C1=C(O)/C(=C/c2cc(C)n(-c3ccc(C)cc3C)c2C)N=C1C
  ER stress death: -3

COc1cc(/C=C2\C(=O)NC(=O)N(c3ccc(F)cc3)C2=O)ccc1OCC(=O)O
  ER stress death: 6

CC1=C(C(=O)OCCc2ccccc2)C(c2ccccc2OC(C)C)CC(=O)N1 (configuration not stated)
  ER stress death: -3

CC1=CC(C)(C)N(C(=O)NC2CCCCC2)c2ccc(C)cc21
  ER stress death: 10

CCC(=O)Nc1sc2c(c1C(=O)Nc1cccc3ccccc13)CCC2
  ER stress death: -2

O=C(NCCCc1ccccc1)c1ccccc1
  ER stress death: 0

COc1cc(-c2ccc(NC(=O)c3ccc(Cl)cc3Cl)c(OC)c2)ccc1NC(=O)c1ccc(Cl)cc1Cl
  ER stress death: 8

CN1C(=O)/C(=C\c2ccc(OCc3cccc4ccccc34)cc2)SC1=S
  ER stress death: 6

Cc1cccc(NC(=O)C2(c3ccccc3)CC2(Cl)Cl)c1C (configuration not stated)
  ER stress death: 0

Cc1cc(Cl)ccc1OCC(=O)Nc1ccc(I)cc1Cl
  ER stress death: 0

Gathered by group: the entries above containing two or more sulfur atoms.
Cc1c(-n2c(O)c(C3=c4cc(Br)ccc4=NC3=O)sc2=S)c(=O)n(-c2ccccc2)n1C
  ER stress death: 0

CN(C)C(=S)S/C=C/C(=O)c1ccccc1
  ER stress death: 10

Cc1ccc(SCCNS(C)(=O)=O)cc1
  ER stress death: 0

Nc1nnc(SCC(=O)NCCc2ccccc2)s1
  ER stress death: 9

Clc1ccc(Nc2nc(-c3cccs3)cs2)cc1
  ER stress death: 0

O=C1CSC(=S)N1/N=C/c1ccc(Br)cc1
  ER stress death: 10

CN1C(=O)/C(=C\c2ccc(OCc3cccc4ccccc34)cc2)SC1=S
  ER stress death: 6

Later entries
O=[N+]([O-])c1cc(-n2ncnc2-c2ccc(Br)cc2)ccc1Cl
  ER stress death: -3

Cc1ccc(OCC(=O)NCc2ccccn2)c(Br)c1
  ER stress death: -4

C=CCn1c(N)c(-c2nc3ccccc3[nH]2)sc1=S
  ER stress death: 8

O=[N+]([O-])c1ccccc1S(=O)(=O)Nc1ccc2c(c1)OCCO2
  ER stress death: 0

CCN(CC)C(=O)CN(c1cc(Cl)cc(Cl)c1)S(C)(=O)=O
  ER stress death: 11

CCC1=NN2C(=N)/C(=C/c3ccc(-c4ccc([N+](=O)[O-])cc4OC)o3)C(=O)N=C2S1
  ER stress death: 3

O=C(Cc1ccccc1)Nc1ccc(OC(F)(F)F)cc1
  ER stress death: 3
